Bioassay records deposited in PubChem BioAssay by several laboratories.
BoNT-F LC inh = BoNT/F light chain protease inhibitors, primary screen, biochemical, flow cytometry, MLPCN library; inhibition, % at 10 µM; Multiplex microsphere protease cleavage assay; 0.22% of 360,000 active; in the data active = inhibition above about 35%, passing the limit was not always enough; inconclusive = no clear call, values can overlap the other calls; also: plate controls were buffer without enzyme for full effect and enzyme alone for no effect
DUSP3 inh = VHR1 phosphatase inhibitors, primary screen, biochemical, absorbance, uHTS. Dual specificity protein phosphatase 3 (Homo sapiens), P51452. recombinant VHR phosphatase, pNPP absorbance. inhibition, % at 13.3 µM. 0.52% of 290,000 active. AID 1654, 2009; in the data active = inhibition above about 50%; also: some compounds called inactive have numbers as strong as hits
Target sequence (P51452 whole entry, looked up): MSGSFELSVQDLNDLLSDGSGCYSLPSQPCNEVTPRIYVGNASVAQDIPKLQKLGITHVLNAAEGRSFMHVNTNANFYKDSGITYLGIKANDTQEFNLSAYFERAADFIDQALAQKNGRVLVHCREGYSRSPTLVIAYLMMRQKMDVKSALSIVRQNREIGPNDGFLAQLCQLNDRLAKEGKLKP
BioA inh = M. tuberculosis BioA enzyme inhibitors, primary screen, biochemical, plate reader, single point, HTS; AID 602481, 2012; purified M. tuberculosis BioA enzyme; inhibition, % at 9.99 µM; 0.096% of 360,000 active; in the data active = inhibition above about 40%; inconclusive = no clear call, values can overlap the other calls
MazF activator = activators of E. coli MazEF toxin-antitoxin RNase, primary screen, biochemical, fluorescence, uHTS. FAM/BHQ RNA-DNA oligo cleavage fluorescence, 5 h. activation, % at 20 µM. 0.32% of 350,000 active. AID 504720, 2011; in the data active = activation above about 50%
Mtb FBA inh = Mtb FBA enzyme inhibitors, primary screen, biochemical, fluorescence, strain H37Rv | Fructose-bisphosphate aldolase (Mycobacterium tuberculosis (strain ATCC 25618 / H37Rv)), … | purified M. tuberculosis FBA, fluorescence read-out | inhibition, % at 1 µM | 2.3% of 360,000 active | AID 588726, 2011; in the data active = inhibition above about 27%;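 also: 0% = vehicle and 100% = reference inhibitor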
Target sequence (P9WQA3 whole entry, looked up): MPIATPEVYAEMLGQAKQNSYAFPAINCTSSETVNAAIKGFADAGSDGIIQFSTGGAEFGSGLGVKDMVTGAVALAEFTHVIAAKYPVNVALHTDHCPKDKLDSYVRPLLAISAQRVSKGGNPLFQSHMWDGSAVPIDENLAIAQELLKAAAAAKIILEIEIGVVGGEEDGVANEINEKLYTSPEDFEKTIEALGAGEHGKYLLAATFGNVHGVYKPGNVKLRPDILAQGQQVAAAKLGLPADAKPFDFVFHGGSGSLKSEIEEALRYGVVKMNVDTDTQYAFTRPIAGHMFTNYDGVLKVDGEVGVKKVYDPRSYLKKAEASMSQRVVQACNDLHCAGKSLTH
FadD28 FP inh = inhibitors of FadD28 bisubstrate probe binding, primary screen, biochemical, fluorescence polarization, single point; inhibition, % at 12.5 µM; 0.22% of 360,000 active; Mycobacterium tuberculosis FadD28 fatty-acid-AMP ligase; AID 588549, 2011; in the data active = inhibition above about 8.5%, passing the limit was not always enough; inconclusive = no clear call, values can overlap the other calls
GDH-TPI counter = GDH-TPI coupling enzyme inhibitors, primary screen, artefact control for M. tuberculosis FBA inhibitor project, biochemical, absorbance, full deck; 1.2% of 360,000 active; GDH-TPI coupled enzyme counterscreen, NADH absorbance; inhibition, % at 4.8 µM;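 also: 0% = DMSO wells and 100% = wells lacking the enzyme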
CCHF vOTU inh = CCHFV vOTU protease inhibitors, primary screen, biochemical, Pep-AMC substrate, fluorescence. AID 651958, 2012. 0.55% of 370,000 active. Crimean-Congo hemorrhagic fever virus L polyprotein viral ovarian tumor (vOTU) protease …. inhibition, % at 11.5 µM; also: 0% = vehicle wells with enzyme and 100% = no enzyme wells
UGM FP inh = M. tuberculosis UGM enzyme inhibitors, primary screen, biochemical, fluorescence polarization, single point; UDP-galactopyranose mutase (Mycobacterium tuberculosis (strain ATCC 25618 / H37Rv)), …; purified UGM, fluorescence polarization probe displacement; 0.06% of 320,000 active; inhibition, % at 10 µM; in the data active = inhibition above about 10%, passing the limit was not always enough; inconclusive = no clear call, values can overlap the other calls
Rv3671c inh = Rv3671c serine protease inhibitors, primary screen, biochemical, fluorescence polarization, M. tuberculosis H37Rv. inhibition, % at 5.96 µM. 0.048% of 320,000 active; in the data active = inhibition above about 38%;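 also: extracellular domain of Rv3671c used as enzyme; 0% = enzyme with DMSO and 100% = no enzyme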
Target sequence (P9WHR9 whole entry, looked up, the tested form may be a part): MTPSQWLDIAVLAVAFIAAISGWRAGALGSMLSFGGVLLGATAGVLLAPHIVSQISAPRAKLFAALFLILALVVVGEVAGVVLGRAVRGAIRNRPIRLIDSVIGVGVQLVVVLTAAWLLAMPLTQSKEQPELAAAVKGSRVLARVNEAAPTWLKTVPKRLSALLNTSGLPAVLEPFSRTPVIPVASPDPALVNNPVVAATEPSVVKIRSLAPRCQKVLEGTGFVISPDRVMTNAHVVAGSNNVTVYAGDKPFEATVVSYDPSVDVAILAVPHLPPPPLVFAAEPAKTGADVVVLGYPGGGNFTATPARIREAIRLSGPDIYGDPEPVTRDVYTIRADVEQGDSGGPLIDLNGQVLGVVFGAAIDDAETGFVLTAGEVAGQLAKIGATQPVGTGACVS
* marks the source's active call; other numbers are inactive results; ? = inconclusive; · = no result given. Rule as the data show it, unless noted: active = inhibition above about 30%; inactive = the rest.

SMILES | BoNT-F LC inh | DUSP3 inh | BioA inh | MazF activator | Mtb FBA inh | FadD28 FP inh | GDH-TPI counter | CCHF vOTU inh | UGM FP inh | Rv3671c inh
Cc1ccc(NC(=O)Cn2nc(C)c(S(=O)(=O)N(C)C)c2C)cc1 | -2.7 | 9.0 | · | 10.4 | 5.1 | 0.4 | -4.0 | 17.5 | 1.8 | 4.8
CCOC(=O)c1ccc(NC(=O)CN(Cc2ccc(Cl)cc2)S(C)(=O)=O)cc1 | -2.9 | 17.1 | · | 5.7 | 1.0 | -5.8 | 6.3 | 19.4 | 1.0 | -1.4
CC(C#N)(NC(=O)COC(=O)c1ccccc1NCCO)C1CC1 (stereo not given) | -3.8 | · | · | 5.9 | 99.4* | -0.5 | 11.3 | -104.5 | -1.7 | 1.4
CCC(=O)c1ccc(OCC(=O)N2CCN(c3ncccn3)CC2)cc1 | 1.8 | · | 8.7 | 0.3 | 11.0 | -0.3 | 10.8 | 1.4 | -5.0 | 5.6
N/C(=N\c1nc2c(c(=O)[nH]1)CCCC2)Nc1ccccc1 | 4.9 | 17.6 | 1.8 | 0.9 | 1.2 | -0.1 | 8.1 | 9.7 | 1.4 | -15.5
Cc1[nH]c2ccccc2c1C(=O)/C=C/c1ccccc1Cl | -1.2 | -9.6 | -0.7 | 50.7* | -7.6 | -11.5 | 6.6 | 8.1 | -1.6 | -26.6
CC1(C)CC(=O)C=C(Nc2cc(-c3ccccc3)[nH]n2)C1 | 6.2 | 42.1 | -1.8 | 1.2 | 0.1 | -0.4 | 21.8 | 3.9 | -1.7 | 0.2
Cc1ccccc1C(=O)NC1CCN(Cc2nnnn2Cc2ccc(F)cc2)CC1 | -0.5 | -23.5 | 2.4 | -1.7 | 2.7 | -4.0 | -5.9 | -8.8 | -0.5 | 0.9
Cc1nc(-c2cccc(S(=O)(=O)N3CCCC(C)C3)c2)cs1 (stereo not given) | -5.7 | 5.0 | · | -0.8 | -0.9 | -2.5 | 3.8 | -2.8 | -1.0 | 7.4
CCC(Cc1ccccc1)NS(=O)(=O)c1c(C)nc2sccn2c1=O (stereo not given) | -4.1 | 33.1 | 1.0 | 7.2 | 7.7 | 0.3 | 20.2 | 0.4 | 1.7 | -1.3
O=C1CC(c2ccco2)CC(O)=C1C=NCCN1CCN(C(=S)Nc2ccccc2)CC1 (stereo not given) | -7.5 | 17.2 | · | 1.1 | -0.1 | 0.8 | 1.6 | 4.3 | -2.4 | 3.2
N#CC1=C(N)OC2=C(C(=O)CCC2)C1C1C=CCCC1 (stereo not given) | -5.2 | 3.6 | · | 0.9 | 2.5 | -1.6 | 0.7 | 0.9 | -2.9 | 2.8
S=C(NCCCN1CCOCC1)Nc1ccc(Cl)cc1Cl | -6.3 | 55.4* | · | 7.8 | -2.5 | -2.3 | -2.3 | -13.2 | -4.0 | -11.5
CC(C)OP(=O)(OC(C)C)C(O)c1cccnc1 (stereo not given) | -5.5 | -8.5 | 0.2 | 0.9 | -0.4 | -0.7 | 1.2 | -5.3 | 2.0 | -12.3
CN=C1CC(SC)=C1c1ccc(C)cc1 | 16.5 | -3.3 | -1.6 | -11.4 | -1.8 | -2.9 | 6.1 | 3.3 | 0.9 | 7.4
CCCCC(=O)c1ccc(O)cc1O | 19.6 | · | -0.5 | 2.5 | -5.1 | -5.2 | 26.7 | 6.7 | -1.5 | 1.7
Cc1cc(C)cc(OCc2nnc(SCC(=O)Nc3ccccc3)o2)c1 | 9.5 | -0.2 | 0.7 | -6.4 | 1.6 | -1.1 | 9.7 | 2.9 | -0.3 | -1.0
COc1ccc(N2C(=O)C3C4C=CC(C5CC45)C3C2=O)c([N+](=O)[O-])c1 (stereo not given) | -12.1 | 14.7 | -0.3 | 0.7 | 1.2 | -1.6 | -0.9 | 9.3 | -1.8 | -4.8
CCc1cc2c(=O)c(-c3cnn(-c4ccccc4)c3)coc2c(CN2CCOCC2)c1O | -38.2 | 9.5 | · | -1.6 | 10.4 | -2.4 | 1.8 | 2.3 | -1.0 | 0.7
Cc1nc(NCCc2ccc(S(N)(=O)=O)cc2)c2c(C)c(C)sc2n1 | 1.1 | 6.2 | -1.4 | 3.6 | -3.7 | -4.3 | -0.8 | 1.9 | 0.5 | 10.8
O=C(N/N=C/c1ccc(N2CCOCC2)cc1)C1CC1 | -5.4 | 33.4 | -0.7 | 0.4 | 26.4 | -2.3 | 17.0 | -10.2 | -2.5 | -6.4
COc1ccc(C(Nc2ccccn2)c2oc(CO)cc(=O)c2O)cc1 (stereo not given) | -5.4 | -4.8 | · | -12.7 | 0.3 | -1.5 | 2.6 | 5.8 | 1.7 | 7.9
CCc1nc2ccc(C(=O)N(CC)CCN(C)C)cn2c1N(C=O)CCC(C)C | -2.6 | · | -0.7 | · | 3.5 | 1.6 | 9.7 | 10.6 | · | ·
O=C(Nc1ccc(SC(F)F)cc1)C12CCC(CC1)C2 | -1.6 | 26.2 | -0.2 | 5.0 | -0.8 | -0.9 | 4.4 | -5.5 | 2.2 | 1.0
CC1(C)CC2CC(C)(CN2C(=O)CCCN2C(=O)c3ccccc3C2=O)C1 (stereo not given) | · | -4.0 | 1.5 | -4.1 | 4.8 | -1.0 | 4.2 | -12.3 | 1.8 | 1.6

Single records (already shown):
CCc1cc2c(=O)c(-c3cnn(-c4ccccc4)c3)coc2c(CN2CCOCC2)c1O across the screens: BoNT-F LC inh = -38.2; DUSP3 inh = 9.5; BioA inh = ·; MazF activator = -1.6; Mtb FBA inh = 10.4; FadD28 FP inh = -2.4; GDH-TPI counter = 1.8; CCHF vOTU inh = 2.3; UGM FP inh = -1.0; Rv3671c inh = 0.7
Cc1nc(NCCc2ccc(S(N)(=O)=O)cc2)c2c(C)c(C)sc2n1 across the screens: BoNT-F LC inh = 1.1; DUSP3 inh = 6.2; BioA inh = -1.4; MazF activator = 3.6; Mtb FBA inh = -3.7; FadD28 FP inh = -4.3; GDH-TPI counter = -0.8; CCHF vOTU inh = 1.9; UGM FP inh = 0.5; Rv3671c inh = 10.8
CCCCC(=O)c1ccc(O)cc1O across the screens: BoNT-F LC inh = 19.6; DUSP3 inh = ·; BioA inh = -0.5; MazF activator = 2.5; Mtb FBA inh = -5.1; FadD28 FP inh = -5.2; GDH-TPI counter = 26.7; CCHF vOTU inh = 6.7; UGM FP inh = -1.5; Rv3671c inh = 1.7

(cont.)
SMILES | BoNT-F LC inh | DUSP3 inh | BioA inh | MazF activator | Mtb FBA inh | FadD28 FP inh | GDH-TPI counter | CCHF vOTU inh | UGM FP inh | Rv3671c inh
Cc1nn(Cc2ccccc2)c(Cl)c1C(=O)OCC(=O)NCC1CCCO1 (stereo not given) | -6.0 | 10.6 | · | 2.8 | 0.3 | 0.7 | -3.2 | -7.5 | 3.5 | -1.7
CCN(CCCNC(=O)CSc1cc(=O)n(C)c2cc(Cl)ccc12)Cc1ccccc1 | -2.9 | -8.7 | · | 7.5 | 0.7 | -1.5 | 12.3 | 7.8 | 0.7 | -8.1
O=C(Nc1ccn(-c2ccccc2)n1)c1ccc(Cl)cc1 | 1.9 | 20.9 | · | 9.2 | 3.4 | 0.7 | 11.4 | 7.1 | 2.1 | -12.4
Cc1ccc(C(=O)NCc2ccncc2)cc1S(=O)(=O)Nc1cccc(C)c1C | 7.9 | 15.0 | 1.2 | -3.5 | 3.8 | -3.0 | 1.7 | 19.3 | -2.0 | -16.3
CC(OC(=O)c1n[nH]c2ccccc12)C(=O)Nc1ccccc1[N+](=O)[O-] (stereo not given) | · | · | -0.3 | 4.1 | 3.7 | -0.2 | 4.4 | -1.5 | -2.0 | -2.7
O=C(O)/C=C\C(=O)N1CCc2ccccc21 | 0.9 | 38.8 | · | -1.6 | 1.4 | -3.2 | 6.2 | -1.2 | 0.7 | -5.9
NS(=O)(=O)c1ccc(CCNC(=O)/C=C/c2ccc([N+](=O)[O-])cc2)cc1 | -29.1 | 14.1 | · | -16.9 | 1.2 | -1.5 | 13.0 | -3.0 | -1.4 | 1.9
Cc1cc(C)cc(C(=O)N(CCc2ccccc2)C2CC3CCC(C2)N3C)c1 (stereo not given) | 0.0 | 13.6 | -0.8 | 11.3 | -1.6 | -4.1 | 0.8 | -6.0 | -0.6 | 6.0
COc1cc(C(=O)N(Cc2cc3ccccc3[nH]c2=O)CC2CCCO2)cc(OC)c1OC (stereo not given) | 4.4 | 4.2 | -1.3 | 5.4 | 2.1 | -0.7 | 8.3 | -4.8 | -4.2 | 7.2
O=c1cc[nH]c2cc(Cl)ccc12 | 4.4 | 0.2 | -0.6 | 2.9 | 2.0 | -2.6 | 3.1 | -7.1 | 1.0 | -3.6
CCOC(=O)COc1cccc(C2NC(=O)c3ccccc3O2)c1 (stereo not given) | -16.5 | -1.9 | -1.9 | 0.2 | 8.5 | -0.2 | 15.4 | -4.1 | -0.6 | -3.7
COc1ccc(C2/C(=C(/O)c3ccccc3)C(=O)C(=O)N2c2ncccn2)cc1OC (stereo not given) | -0.8 | -1.7 | 2.4 | 9.1 | -4.1 | 0.2 | 24.8 | -3.1 | 0.5 | 4.7
COc1ccc(Cl)cc1NC(=O)C/C(C)=N/NC(=O)Cc1ccccc1 | -3.8 | 7.3 | · | 4.1 | 5.6 | -1.5 | -1.2 | -11.1 | -0.1 | -7.3
C=CCn1c(SCCOc2ccc(OC)cc2)nnc1C(NC(=O)c1ccc(OC)cc1)C(C)C (stereo not given) | -3.4 | 35.1 | -1.4 | -4.0 | -5.7 | -3.5 | 1.9 | -1.8 | 2.0 | 0.5
CCCCC(=O)Nc1cccc(-c2nn3c(C)nnc3s2)c1 | 1.6 | 6.3 | · | 6.5 | 0.4 | -3.3 | 14.0 | -10.1 | -1.1 | 12.2
COc1ccccc1CC(=O)NN1C(=O)c2ccccc2C1=O | -0.2 | -6.7 | · | 5.2 | 6.4 | -1.6 | 0.4 | -19.2 | 0.3 | -9.8
Cc1cccc(OCCSc2nc3ccccc3n2CCC(=O)O)c1 | ? | 14.8 | 0.0 | -1.8 | 1.3 | -2.7 | 8.4 | 9.4 | -0.6 | -3.9
CCN(Cc1ccccc1)C(=O)COC(=O)CNS(=O)(=O)c1ccc(C)cc1 | -2.9 | -0.2 | · | 0.6 | -1.3 | -1.6 | 1.9 | 0.6 | -0.4 | 0.9
CC1CCCCC1NC(=O)CCS(=O)(=O)c1ccc2c(c1)NC(=O)CO2 (stereo not given) | 7.2 | 0.4 | -0.2 | 10.8 | -1.8 | -1.1 | -4.3 | -0.6 | 2.3 | 2.8
O=C(CN(C(=O)c1ccc(Cl)cc1)C1CCCCC1)Nc1ccc(Cl)c([N+](=O)[O-])c1 | -3.7 | 34.1 | · | 1.1 | 4.8 | 0.2 | 2.6 | 15.5 | 0.4 | -5.4
O=C(NNC(=O)c1ccccc1-n1cccc1)c1cccc(Cl)c1 | 7.4 | 26.1 | -1.3 | 7.7 | 9.8 | -0.8 | 4.9 | 13.3 | -0.2 | 10.7
